GSK3beta inhib: blocks human GSK3beta kinase activity; P49841; GST-GSK3beta kinase, ADP-Glo luminescence, 60 min; active compounds read low; hit rate 0.038% among 300,000; activity score (negative = inhibition), % at 10 µM;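 active = more than half of replicate wells score below -50%, meaning over 50% inhibition versus plate controls; inconclusive = some replicates but at most half score below -50%; inactive = no replicate scores below -50%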;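 note: 0% = median DMSO wells and -100% = median GW8510 positive control wells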
Target sequence (P49841 whole entry, looked up): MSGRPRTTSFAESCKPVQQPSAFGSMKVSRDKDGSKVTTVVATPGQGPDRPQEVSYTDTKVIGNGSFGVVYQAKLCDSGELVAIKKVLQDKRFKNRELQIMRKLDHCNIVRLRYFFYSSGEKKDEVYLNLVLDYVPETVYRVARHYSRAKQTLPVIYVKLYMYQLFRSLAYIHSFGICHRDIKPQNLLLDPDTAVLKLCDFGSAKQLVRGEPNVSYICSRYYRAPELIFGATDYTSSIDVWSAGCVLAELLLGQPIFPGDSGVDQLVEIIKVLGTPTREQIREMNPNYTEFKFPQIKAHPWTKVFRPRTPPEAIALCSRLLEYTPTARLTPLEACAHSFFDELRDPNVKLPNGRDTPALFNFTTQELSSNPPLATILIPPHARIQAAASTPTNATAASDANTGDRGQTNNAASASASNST
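Assay system: GST-fused GSK3beta enzyme, cell-free / Medium: Tris pH 7.5 buffer with MgCl2, DTT, BSA, heparin / Also added: peptide substrate plus 25 µM ATP (final) / Compound: 10 µM single point / Timing: kinase reaction with compound 60 min at room temperature / Detection: ADP-Glo luminescence / Benchmarks: DMSO neutral wells and GW8510 at 20 µM as positive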
HSF-1 act: increases HSF-1 driven luciferase reporter signal | NIH3T3-HGL HSF-1 luciferase reporter, MG132, 8 h; 100% = twice DMSO control signal | activation, % at 9 µM | hit rate 1.7% among 300,000 | AID 504408;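 active = mean replicate activation of at least 50% with a set share of replicates each reaching 50%; inconclusive = only one of those two conditions met; inactive = mean below 50% and too few replicates reaching it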;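 note: 0% = median of the neutral control wells and 100% = twice that signal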
KLF5 inh: inhibitors of KLF5 expression | inhibition, % at 5 µM | AID 1700 | DLD-1 KLF5 promoter-luciferase reporter, luminescence | hit rate 0.23% among 290,000;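 active = inhibition above a per-plate limit of that plate's mean compound inhibition plus 3 SD, cut at about 60% in these data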;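 note: 0% = DMSO wells and 100% = LY294002 at 200 µM; higher means less KLF5 promoter-driven luciferase light; inactives centre near -14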
Platelet DG rel: platelet dense granule release activity; human platelet-rich plasma, SFLLRN dense granule ATP release, luminescence; inhibition, %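 (compounds screened at 7.5 µM in platelet-rich plasma)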; hit rate 0.22% among 300,000; AID 1663;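 active = mean replicate score, as percent of positive control, at or above 50; inconclusive = mean below 50 but at least one replicate at or above 50; inactive = mean and every replicate below 50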
HSF1 inh: HSF1 inhibition; hit rate 0.77% among 300,000; NIH3T3-HGL HSE-luciferase, MG132-induced, luminescence 8 h; active compounds read low; AID 2098; activity change, negative = inhibition, % at 7.5 µM (by protocol);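 active = more than half of replicate wells show activity change below -50%, luminescence cut by over half; inconclusive = some wells, but at most half, below -50%; inactive = no replicate well below -50%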;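 note: luciferase reports HSF-1 transcriptional activity via heat shock element; 0% = median of DMSO wells and -100% = zero luminescence signal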
DYRK1A inh: Dyrk1A (rat) kinase inhibition. Q63470. ADP-Glo luminescence, NFATc1 peptide. hit rate 0.43% among 310,000. inhibition, % at 12.5 µM. AID 504441; in the data active = inhibition above about 50%;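 note: plate controls were vehicle with enzyme for no effect and no enzyme for full effect; many of its hits are not listed in these tables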
IEC-6 cytotox: counter-screen for KLF5 inhibitors: cytotoxicity in IEC-6 cells | inhibition, % at 5 µM | AID 1825 | IEC-6 cytotoxicity, luminescence viability | hit rate 0.78% among 290,000; in the data active = inhibition above about 22%;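 note: 0% = plate median of test compound wells and 100% = cytotoxic reference compound wells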
GSK3A inh: inhibitors of human GSK-3 alpha kinase. AID 2650. ADP-Glo luminescence, 60 min. hit rate 0.1% among 320,000. inhibition, % at 10 µM;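 in the data active = inhibition above about 50%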;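 note: GST-tagged GSK-3 alpha with peptide substrate and 25 µM ATP; 0% = DMSO neutral wells and 100% = GW8510 positive control wells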
Target sequence (P49840 whole entry, looked up): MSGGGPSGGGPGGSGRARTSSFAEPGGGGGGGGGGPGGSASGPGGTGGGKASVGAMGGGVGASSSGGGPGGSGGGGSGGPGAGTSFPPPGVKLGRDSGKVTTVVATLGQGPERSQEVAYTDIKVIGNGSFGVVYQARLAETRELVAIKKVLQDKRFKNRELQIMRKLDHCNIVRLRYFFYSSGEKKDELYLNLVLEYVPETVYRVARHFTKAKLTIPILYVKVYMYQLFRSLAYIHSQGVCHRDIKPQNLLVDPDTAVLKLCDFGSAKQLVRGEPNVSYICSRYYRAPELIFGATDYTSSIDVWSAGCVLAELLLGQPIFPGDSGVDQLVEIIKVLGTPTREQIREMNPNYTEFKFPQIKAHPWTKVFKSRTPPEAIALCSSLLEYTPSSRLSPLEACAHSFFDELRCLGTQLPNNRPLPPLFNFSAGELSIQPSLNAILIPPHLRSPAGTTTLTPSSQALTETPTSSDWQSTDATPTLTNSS
HSP90 refold inh: inhibitors of HSP90 luciferase refolding in rabbit reticulocyte lysate. luciferase refolding luminescence, 3 h. inhibition, % at 5.6 µM. hit rate 0.91% among 290,000;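 active = inhibition above the screen-wide mean plus 3 SD, computed separately per campaign, cut at about 16% in these data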;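 note: 0% = DMSO wells and 100% = 60 µM geldanamycin wells; inhibitors lower the luminescence because luciferase stays unfolded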
aSyn 5UTR inh: MLPCN primary screen, SNCA 5' untranslated region; alpha-synuclein 5'UTR reporter, inhibitor activity; inhibition, % (tested at 7.5 µM); hit rate 0.82% among 300,000; in the data active = inhibition above about 60%; inconclusive = no clear call, values can overlap the other calls;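 note: H4 neuroglioblastoma cells stably carrying SNCA 5'UTR luciferase fusion; 0% = DMSO wells and 100% = positive control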
An asterisk follows results filed as active; ? = inconclusive; · = no result given. A portion of the library, so the mix of outcomes need not match the whole.

Order of values – Platelet DG rel	DYRK1A inh	HSF-1 act	HSP90 refold inh	IEC-6 cytotox	aSyn 5UTR inh	GSK3A inh	GSK3beta inhib	KLF5 inh	HSF1 inh
CN1C(=O)CSC1=NC12CC3CC(CC(C3)C1)C2
→ -7	-4	9	2	-3	16	-1	-7	-26	-1
COc1ccc(C(=O)Nc2ccccc2C(=O)NC(Cc2ccc(O)cc2)C(=O)NNC(=O)c2ccccc2)cc1 (centres undefined)
→ -29	5	14	2	0	-44	-4	-2	-7	5
O=C1NC(=S)S/C1=C/c1ccc(N2CCOCC2)o1
→ -1	15	2	0	-12	-12	35	-44	-55	7
COCCNC(=O)/C(C#N)=C/c1ccc(-c2ccc(OC)cc2[N+](=O)[O-])o1
→ 0	7	9	3	1	12	-4	-1	-21	-10
CCOC(=O)C1CCCN(C(=O)c2ccc(C)c([N+](=O)[O-])c2)C1 (centres undefined)
→ 0	-1	-3	4	8	17	0	-1	3	0
CCOC(=O)c1sc2ncnc(OC)c2c1C
→ 3	4	-7	5	-4	5	7	0	-8	-3
COc1ccc(NC(=O)NCc2ccccn2)cc1
→ -2	3	3	0	-1	-8	0	-1	-7	-1
CCOc1ccccc1C(=O)N(C)CC(=O)Nc1ccc(OC)cc1
→ -2	3	-1	1	5	5	1	0	1	1
Cc1nn2c(N)c(C#N)cnc2c1-c1ccc(Cl)cc1
→ -9	-1	0	-3	5	7	-1	-4	13	-5
COc1cc(/C=C(\C#N)C(=O)Nc2ccc3ccccc3c2)c([N+](=O)[O-])cc1OC
→ 2	2	5	4	-7	-8	-2	-3	-21	17
O=[N+]([O-])c1cccc(/C=N/n2cnnc2)c1
→ 1	-3	-6	-6	-8	-6	-2	0	-29	-6
Nc1nonc1C(=O)NCCc1ccccc1
→ -13	3	37	-1	-4	-15	-1	-4	-42	13
CCOc1ccc(/C=C/c2nc(C#N)c(NCCCN(C)C)o2)cc1
→ 4	-1	6	-2	3	-36	4	0	-33	1
O=C1CC(=O)Nc2cc(S(=O)(=O)N3CCN(c4cccc(C(F)(F)F)c4)CC3)ccc2N1
→ -3	0	-45	4	5	5	9	-13	10	?
Fc1cccc(Cl)c1CSc1nnnn1-c1ccc2c(c1)OCO2
→ -8	42	7	1	3	9	1	1	-22	4
O=C1CN(CC(=O)N2CCOCC2)c2ccccc2O1
→ 3	·	24	3	6	-24	-2	-2	-17	11
CCOc1ccc(N(CC(=O)OC)S(=O)(=O)c2ccc3c(c2)n(C)c(=O)c(=O)n3C)cc1
→ 35	4	0	-1	-5	12	-1	0	-20	-4
O=C(c1ccccc1)N1CCN(C(=S)NCc2ccco2)CC1
→ -2	·	2	2	-1	-8	-2	0	-2	4
O=C(NCc1ccc(OC(F)(F)F)cc1)C1CC(c2ccccc2[N+](=O)[O-])=NO1 (centres undefined)
→ 3	7	-7	-6	-1	-3	-1	-18	-6	-6
N/C(=N\OCc1ccc([N+](=O)[O-])cc1)c1ccccn1
→ 63*	8	-48	84*	0	112*	2	-4	88*	-43
COCCn1nnnc1C(c1ccccc1)N1CCN(c2ccccc2)CC1 (centres undefined)
→ 7	-2	-18	0	4	5	1	-1	-6	1
O=C1c2ccccc2C(Nc2ccc(F)c(Cl)c2)N1Cc1ccco1 (centres undefined)
→ 1	-1	4	1	-4	-32	0	-3	-19	15
Cc1[nH]c2ccccc2c1C(=O)CN1CCC2(CC1)OCCO2
→ -6	21	-15	2	3	-12	0	-4	6	-3
CCOc1ccccc1N1CCN(C(=O)c2c(CC)noc2C)CC1
→ -11	-5	-6	·	·	2	3	2	·	-4
O=C(COc1ccccc1[N+](=O)[O-])N1CCN(S(=O)(=O)c2ccccc2)CC1
→ -6	3	-2	0	-2	15	0	2	9	3
CCCN(CC(=O)Nc1ccccc1C)C(=O)C1CCN(c2ncnc3sc(C)c(C)c23)CC1
→ 5	16	-8	·	·	16	1	-1	·	-1
O=C(NC1CC1)c1ccc(F)cc1Cl
→ -2	-2	-5	3	1	-14	0	2	-21	0
CCCCn1c(=O)c2c(c3ccccc31)OCC(=O)N2
→ -4	·	-5	·	·	29	-2	4	·	-3
Cc1ccccc1N(CC(=O)NC(C)(C)C)C(=O)c1ccc(-c2ccccc2)[nH]1
→ 2	·	-7	-4	8	-21	·	0	-13	-4
C(=C\c1ccccn1)/c1ccncc1
→ 8	4	13	2	-1	-43	-2	0	-46	-5
CCC1Oc2ccc(C)cc2N(CC(=O)NCCN2CCOCC2)C1=O (centres undefined)
→ -49	2	18	-2	3	9	0	0	21	-1
O=C(CC1NCCNC1=O)Nc1ccc2c(c1)OCO2 (centres undefined)
→ -2	2	33	2	-3	21	2	4	-26	9
CC(C)[C@H](NS(=O)(=O)c1ccccc1)C(=O)OCC(=O)Nc1ccccc1Sc1ccccc1
→ -1	-4	24	-7	1	10	0	-5	0	6
CC(C)(C)n1nnnc1C(c1ccc(C#N)cc1)N1CCCC2(CCCCC2)C1 (centres undefined)
→ 4	14	-2	2	2	-28	-4	-2	3	-6
O=C(COC(=O)CCc1nc2ccccc2c(=O)[nH]1)Nc1ccccc1Cl
→ -2	14	18	-5	2	12	0	2	-22	-2
Cc1ccc(CNC(=O)C2CCCN2C(=O)Nc2cccc(Cl)c2)cc1 (centres undefined)
→ -3	7	13	-3	-5	-8	0	3	-4	10
CSCCC(NS(=O)(=O)c1ccc2c(c1)oc(=O)n2C)C(=O)NCc1ccccc1 (centres undefined)
→ 9	-2	2	-1	-4	1	-3	0	-20	3
CC(=O)OCCNc1nc(-c2ccccc2)nc2ccccc12
→ -1	0	-8	-5	5	-3	3	1	-21	1
CCOc1ccc(C(=O)CSCCC(=O)O)cc1
→ -3	-5	-24	2	1	68*	0	2	-20	-23
O=C(O)[C@H]1CCCC[C@H]1C(=O)Nc1ccc(S(=O)(=O)N2CCCCC2)cc1
→ -13	2	0	-1	-2	15	-1	2	10	-2
COc1cc(NC(=O)CSc2nnnn2Cc2ccccc2)cc(OC)c1
→ 0	-6	2	12	3	7	-1	-2	14	-2
CCn1nc(C(=O)OCC(=O)c2ccc(F)cc2)c2ccccc2c1=O
→ 12	3	0	-2	-2	-31	-2	3	-12	-1
N#Cc1nc(COc2ccc(Cl)cc2Cl)oc1N1CCN(c2ccccc2)CC1
→ -5	2	-8	0	0	12	2	1	-34	-12
O=C(Nc1ccccc1)Nc1cccc2ccccc12
→ 2	-2	33	1	4	-11	-2	-1	-15	2
CC(=O)Nc1ccc(S(=O)(=O)Nc2cccc(C(=O)Nc3ccccc3C(=O)O)c2)cc1
→ -3	-1	-39	0	7	5	-5	3	4	-37
O=c1cc(-c2ccc(O)cc2)oc2ccc(O)cc12
→ 3	-4	40	-3	-5	-151	7	-1	-101	29
CC(C)(C)OC(=O)NCC(=O)NCC(=O)OCc1ccccc1
→ 0	-1	10	1	1	17	-2	1	-11	0
COc1ccc(C(=O)NCc2ccccc2)cc1Br
→ 5	-2	18	2	3	7	1	-1	-19	13
CN(C)S(=O)(=O)c1ccc(C(=O)OCCCN=C2NS(=O)(=O)c3ccccc32)cc1
→ -1	2	-73	0	2	-3	4	2	-14	-67*
COc1cc(CNCc2ccccc2)ccc1OCC(O)c1ccccc1 (centres undefined)
→ 8	2	-5	-5	-4	2	0	4	-18	-14
CCc1c(C)sc(NC(=O)C2CC2)c1C(=O)OC(C)C
→ 12	-6	23	-1	3	10	-3	2	-2	9
O=C(O)CCCCCn1c(O)c(C=C2N=c3ccccc3=N2)sc1=S
→ -6	3	20	0	6	-58	-2	-3	-16	2
COc1ccc(CCNc2nnc(C)c(=O)[nH]2)cc1OC
→ -5	1	2	0	-1	0	-5	-2	-34	-1
O=C(CSc1ncccc1C(=O)O)NCc1ccc(F)cc1
→ -4	6	15	3	-4	7	0	1	-8	-7
COc1cccc(/C=N/n2c(C)nc3ccccc32)c1OC
→ 7	7	5	4	6	7	-3	3	-6	-3
O=C(CCCOc1ccccc1)N1CCN(c2ccccn2)CC1
→ 15	8	38	11	-1	-60	2	2	-133	13
Cc1ccc2nc(-c3ccc(NS(=O)(=O)c4ccccc4)cc3)sc2c1
→ 1	-6	16	5	2	-85	-3	4	-100	29
O=[N+]([O-])/C=C/c1cc2ccccc2[nH]1
→ 16	14	27	8	2	14	11	5	-24	9
CC(=O)N(c1ccccc1)c1ccc([N+](=O)[O-])cc1[N+](=O)[O-]
→ 14	5	-4	-2	0	-27	1	2	-35	5
O=S(=O)(Cc1ccccc1Cl)NCCc1ccccc1
→ -1	-3	13	-3	-7	-6	-3	-2	-1	12

The results go on.
Order of values – Platelet DG rel	DYRK1A inh	HSF-1 act	HSP90 refold inh	IEC-6 cytotox	aSyn 5UTR inh	GSK3A inh	GSK3beta inhib	KLF5 inh	HSF1 inh
COC(=O)c1cc(C(=O)OC)cc(S(=O)(=O)Nc2ccc(Cl)c(N)c2)c1
→ 39	3	12	-1	-2	26	1	3	-18	-4
CC(=O)Oc1ccc(-c2nc3cc(Cl)ccc3c(=O)o2)cc1
→ -12	-1	-6	-7	-4	-18	-5	1	-47	0
Cc1ccc(N=Nc2c(N)n[nH]c2N)cc1
→ -1	-1	-4	4	0	-93	-3	-1	-91	-9
Cc1ccc(N(CC(O)CN(C)C)S(=O)(=O)c2ccccc2)cc1 (centres undefined)
→ 10	-2	-19	-1	0	-1	-5	2	-8	-8
CC(=O)c1cccc(S(=O)(=O)NC(C)C2CC3CCC2C3)c1 (centres undefined)
→ -18	0	7	2	-2	5	-1	·	13	4
Cc1ccc(C(=O)NCCN2CCOCC2)cc1Cl
→ -4	6	·	1	-6	-2	5	3	-15	·
CC(=O)Nc1nnc(CSCc2ccccc2F)s1
→ ·	-3	·	2	9	·	-2	0	8	·
Cc1cc(C)c(S(=O)(=O)N2CCN(C(=O)C(C)Cn3nc(C)nc3C)CC2)c(C)c1 (centres undefined)
→ 7	-4	6	-2	-3	19	-5	-1	-17	5
CCCN(CCC)Cc1c(C(=O)N/N=C/c2ccncc2)nnn1-c1nonc1N
→ -2	4	-9	-2	2	14	74*	-45	-20	3
COc1cc(/C(C)=N/NC(=O)CSc2nc3ccccc3[nH]2)ccc1O
→ 15	0	-10	-1	8	-20	1	1	-16	-3
COc1cccc(N2CCCn3c2nc2c3c(=O)n(CCN3CCOCC3)c(=O)n2C)c1
→ -6	·	-3	-2	-1	-7	·	1	-44	-5
CCc1ccccc1NC(=O)CC(=O)Nc1ccccc1CC
→ -1	5	-3	4	1	5	0	1	-36	-7
COc1cccc(OCCNC(=O)Nc2cc(F)c(F)cc2Cl)c1
→ 1	-6	-8	-2	-2	23	-1	1	-14	-1
COc1ccc(C2(c3ccc(OC)cc3)NC(=O)N(CC(=O)NC(C)C)C2=O)cc1
→ -3	1	-1	-1	-3	8	-1	-1	-10	1
O=C(N/N=C(\c1ccccc1)c1ccccn1)c1ccccc1Cl
→ 13	·	-5	0	95*	68*	2	-1	53	-3

Bioassay records from PubChem BioAssay.
